Screens from PubChem.
PAD4 FP inh – PAD4 (human) enzyme inhibition; recombinant PAD4, RCA probe fluorescence polarization; Q9UM07; inhibition, % at 6.36 µM; 0.41% of 330,000 active;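 active = percent inhibition above a cutoff equal to the mean of all tested compounds plus 3 SD, cut at about 15% in these data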;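 note: 0% = PAD4 with RCA probe and DMSO and 100% = probe without PAD4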
PREPL inh – inhibitors of human prolyl oligopeptidase-like enzyme PREPL | Q4J6C6 | recombinant PREPL, fluorescence polarization activity-based probe | inhibition, % at 5.96 µM | 0.68% of 320,000 active | AID 2751; in the data active = inhibition above about 43%;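 note: 0% = enzyme with DMSO and 100% = wells lacking enzyme; many of its hits are not listed in these tables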
LYPLA2 counter – blocks human lysophospholipase 2, a PME1 counter-screen | inhibition, % at 5.9 µM | O95372 | 0.38% of 320,000 active | recombinant LYPLA2, FP-Rh probe fluorescence polarization | AID 2177;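 active = inhibition above the screen-wide mean plus 3 SD, limit set per campaign, cut at about 26% in these data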;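 note: 0% = LYPLA2 with DMSO and 100% = wells lacking LYPLA2 enzyme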
Target sequence (O95372 whole entry, looked up): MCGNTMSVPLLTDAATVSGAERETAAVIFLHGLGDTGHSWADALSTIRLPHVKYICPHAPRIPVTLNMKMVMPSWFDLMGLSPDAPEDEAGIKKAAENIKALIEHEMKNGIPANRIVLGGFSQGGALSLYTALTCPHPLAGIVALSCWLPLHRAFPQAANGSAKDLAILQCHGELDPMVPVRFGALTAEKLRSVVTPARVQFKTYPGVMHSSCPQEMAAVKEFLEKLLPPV
GSTO1 inh – counter-screen for RBBP9 inhibitors: inhibitors of human GSTO1; P78417; recombinant GSTO1, activity-based probe fluorescence polarization; inhibition, % at 5.96 µM; 1.1% of 300,000 active;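 active = inhibition above the campaign mean inhibition plus 3 SD, cut at about 35% in these data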;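 note: 0% = GSTO1-1 with DMSO and 100% = wells lacking GSTO1-1 enzyme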
LYPLA1 inh – LYPLA1 (human) inhibition in PME1 counter-screen; O75608; recombinant LYPLA1, FP-Rh probe fluorescence polarization; inhibition, % at 5.9 µM; 0.16% of 320,000 active;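 active = inhibition above the mean of all tested compounds plus 3 SD, set per campaign, cut at about 14% in these data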;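 note: inhibitors block serine hydrolase probe labeling of LYPLA1 so polarization falls; 0% = enzyme with DMSO and 100% = wells lacking LYPLA1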
Target sequence (O75608 whole entry, looked up): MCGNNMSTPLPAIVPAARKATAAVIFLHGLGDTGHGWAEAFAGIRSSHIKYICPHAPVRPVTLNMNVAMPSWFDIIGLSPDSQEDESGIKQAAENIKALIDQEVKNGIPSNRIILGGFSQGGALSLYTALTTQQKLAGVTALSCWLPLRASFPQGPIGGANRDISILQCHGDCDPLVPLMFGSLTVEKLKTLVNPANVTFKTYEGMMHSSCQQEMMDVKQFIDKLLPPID
EBNA-1 inh – blocks EBNA-1 binding to DNA; EBNA-1 DNA binding, fluorescence polarization; inhibition, % at 14.8 µM; 0.34% of 300,000 active; in the data active = inhibition above about 28%
PAFAH2 FP inh – inhibitors of human PAFAH2 | inhibition, % at 3.39 µM | 0.99% of 340,000 active | recombinant PAFAH2, FP-rhodamine activity probe, fluorescence polarization;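 active = inhibition above the mean over all tested compounds plus 3 SD, cut at about 30% in these data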;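 note: inhibitors block probe labeling of enzyme so polarization drops; 0% = enzyme with DMSO and 100% = wells lacking PAFAH2 protein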
ZTA counter – counter-screen for EBNA-1 inhibitors: inhibitors of Epstein-Barr virus ZTA; P03206; ZTA-DNA binding, fluorescence polarization; inhibition, % at 11 µM; 0.15% of 320,000 active; in the data active = inhibition above about 33%
PAFAH1B3 inh – blocks human PAF acetylhydrolase 1B catalytic subunit 3; Q15102; recombinant PAFAH1B3, FP-rhodamine probe, fluorescence polarization; inhibition, % at 3.39 µM; 0.28% of 340,000 active;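 active = inhibition above the screen-wide average of all tested compounds plus 3 SD, cut at about 25% in these data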;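 note: 0% = enzyme with DMSO only and 100% = wells lacking PAFAH1B3 protein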
Target sequence (Q15102 whole entry, looked up): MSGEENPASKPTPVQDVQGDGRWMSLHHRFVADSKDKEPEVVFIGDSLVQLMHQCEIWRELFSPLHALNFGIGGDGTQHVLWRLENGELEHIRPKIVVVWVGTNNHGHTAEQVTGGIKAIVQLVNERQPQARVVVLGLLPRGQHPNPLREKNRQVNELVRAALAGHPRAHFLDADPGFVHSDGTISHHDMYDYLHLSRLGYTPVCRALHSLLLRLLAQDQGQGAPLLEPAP
Starred values were filed as active, the others as inactive; nt = not tested or not shown; & = joins results of further samples. This is a subset. The share of hits here may be higher or lower than overall.

1: O=C(CSc1nc2c([nH]c3ccccc32)c(=O)n1-c1ccccc1F)NCC1CCCO1 (configuration not stated)
2: CCOc1ccc(N(CC(=O)NC2CCCCC2)S(=O)(=O)c2ccc(C)cc2)cc1
3: COc1cc(CN2CCN(c3cccc(C)c3C)CC2)cc(OC)c1O
4: Cc1ccc(C(=O)Cn2cccn2)cc1
5: CNCC[C@H](Oc1cccc2ccccc12)c1cccs1
6: Cc1ccccc1OCCn1ccnc1

| compound no. | 1 | 2 | 3 | 4 | 5 | 6 |
| --- | --- | --- | --- | --- | --- | --- |
| ZTA counter | 1 | -13 | 11 | -1 | 13&15 | 4 |
| PAD4 FP inh | 3 | 3 | 1 | -2 | -4&-5 | -1 |
| PAFAH2 FP inh | 2 | -13 | 1 | 8 | 6 | 1 |
| EBNA-1 inh | 8 | -4 | 5 | 2 | -3&-4 | 2 |
| PAFAH1B3 inh | 5 | 0 | -1 | 12 | 11 | -1 |
| LYPLA1 inh | -2 | -2 | -1 | -1 | -1&-1 | -2 |
| GSTO1 inh | 1 | -3 | -1 | -3 | -1&2 | 4 |
| LYPLA2 counter | 4 | -1 | -3 | 2 | -3&-1 | -2 |
| PREPL inh | 4 | -3 | -114 | 0 | 12&-1 | 6 |

7: C=CCc1cc(C(=O)N2CCCCC2)ccc1O
8: Cn1nc(C(F)(F)F)c(-c2ccc(Br)cc2)c1NC(=O)CSCC(=O)O
9: CSc1cccc(NC(=O)C2CCCN2S(=O)(=O)c2ccc(Br)s2)c1 (configuration not stated)
10: CC(Sc1nc2cc(Cl)ccc2s1)C(=O)Nc1ccc2c(c1)OCO2 (configuration not stated)
11: c1ccc(-c2c[n+]3c(n2-c2ccccc2)CCC3)cc1
12: COc1ccc(-n2c(SCC(=O)Nc3ccccc3OC)nc(O)c(Cc3ccccc3)c2=O)cc1

| compound no. | 7 | 8 | 9 | 10 | 11 | 12 |
| --- | --- | --- | --- | --- | --- | --- |
| ZTA counter | -6 | -13 | 9 | -16 | -29 | 5 |
| PAD4 FP inh | 0 | 0 | -3 | -2 | -1 | -1 |
| PAFAH2 FP inh | 0 | 1 | -5 | 2 | -2 | 3 |
| EBNA-1 inh | 5 | -5 | -1 | -5 | -1 | -3 |
| PAFAH1B3 inh | -1 | 6 | 6 | 3 | 7 | 2 |
| LYPLA1 inh | -4 | 1 | -8 | -4 | 2 | -2 |
| GSTO1 inh | -1 | 5 | -7 | 1 | 3 | -3 |
| LYPLA2 counter | -7 | -4 | -7 | -10 | 2 | 2 |
| PREPL inh | -3 | 10 | 17 | -13 | 8 | 27 |

13: CCCn1c(SCC(=O)NC(C)C23CC4CC(CC(C4)C2)C3)n[nH]c1=O (configuration not stated)
14: O=C(CNC(=O)c1ccccc1F)OCn1nnc2ccccc2c1=O
15: O=C(OCC(F)(F)C(F)F)c1ccccc1C(=O)Oc1ccc(F)cc1F
16: O=C(c1c(F)cccc1F)N(C1CCCCC1)C1CCCCC1
17: O=C(O)C(=O)Cc1c[nH]c2ccccc12
18: Cc1c(/C=C2\SC(=O)N(CC(=O)Nc3ccc4c(c3)OCO4)C2=O)c2ccccc2n1C

| compound no. | 13 | 14 | 15 | 16 | 17 | 18 |
| --- | --- | --- | --- | --- | --- | --- |
| ZTA counter | 20 | 8 | -9 | 0 | -6 | 26 |
| PAD4 FP inh | -2 | 1 | 1 | 1 | -10 | -2 |
| PAFAH2 FP inh | -2 | 3 | -4 | 4 | 10 | 5 |
| EBNA-1 inh | 3 | nt | -4 | 11 | 4 | 4 |
| PAFAH1B3 inh | 6 | 1 | 8 | 10 | 7 | 4 |
| LYPLA1 inh | -1 | 2 | -2 | 1 | 4 | -8 |
| GSTO1 inh | 2 | nt | 3 | 17 | 24 | 3 |
| LYPLA2 counter | 6 | 4 | -4 | 5 | 6 | 1 |
| PREPL inh | 10 | -1 | 4 | 16 | 17 | 12 |

19: COc1ccc(/C=C/C(=O)Nc2ccc(N3CCOCC3)cc2)cc1
20: CCOC(=O)CN1N=C(c2ccc(Cl)cc2)CCC1=O
21: CC(=O)Nc1ccccc1NC(=O)c1cccc2ccccc12
22: CCOc1ccc(Cc2nnc(SCC(N)=O)n2C)cc1
23: CCn1ncc(Cl)c1C(=O)NC(=S)Nc1ccccc1Br
24: CC1CN(CC(=O)Nc2ccc(Br)cn2)CC(C)O1 (configuration not stated)

| compound no. | 19 | 20 | 21 | 22 | 23 | 24 |
| --- | --- | --- | --- | --- | --- | --- |
| ZTA counter | 2 | 0 | -5 | 9 | -14 | -7 |
| PAD4 FP inh | -1 | -3 | 0 | -1 | -4 | -2 |
| PAFAH2 FP inh | 4 | 0 | -8 | -1 | -4 | 5 |
| EBNA-1 inh | 1 | -7 | 10 | -5 | -1 | -9 |
| PAFAH1B3 inh | 6 | 3 | 3 | 7 | 8 | -1 |
| LYPLA1 inh | 0 | 0 | -2 | -2 | 4 | 3 |
| GSTO1 inh | 1 | -3 | 1 | 4 | 6 | -2 |
| LYPLA2 counter | -3 | 1 | 4 | -3 | 8 | -2 |
| PREPL inh | 8 | -2 | -6 | 5 | 12 | 11 |

Already shown: 12 of the compounds above.
11: c1ccc(-c2c[n+]3c(n2-c2ccccc2)CCC3)cc1
12: COc1ccc(-n2c(SCC(=O)Nc3ccccc3OC)nc(O)c(Cc3ccccc3)c2=O)cc1
13: CCCn1c(SCC(=O)NC(C)C23CC4CC(CC(C4)C2)C3)n[nH]c1=O (configuration not stated)
14: O=C(CNC(=O)c1ccccc1F)OCn1nnc2ccccc2c1=O
15: O=C(OCC(F)(F)C(F)F)c1ccccc1C(=O)Oc1ccc(F)cc1F
16: O=C(c1c(F)cccc1F)N(C1CCCCC1)C1CCCCC1
17: O=C(O)C(=O)Cc1c[nH]c2ccccc12
18: Cc1c(/C=C2\SC(=O)N(CC(=O)Nc3ccc4c(c3)OCO4)C2=O)c2ccccc2n1C

| compound no. | 11 | 12 | 13 | 14 | 15 | 16 | 17 | 18 |
| --- | --- | --- | --- | --- | --- | --- | --- | --- |
| ZTA counter | -29 | 5 | 20 | 8 | -9 | 0 | -6 | 26 |
| PAD4 FP inh | -1 | -1 | -2 | 1 | 1 | 1 | -10 | -2 |
| PAFAH2 FP inh | -2 | 3 | -2 | 3 | -4 | 4 | 10 | 5 |
| EBNA-1 inh | -1 | -3 | 3 | nt | -4 | 11 | 4 | 4 |
| PAFAH1B3 inh | 7 | 2 | 6 | 1 | 8 | 10 | 7 | 4 |
| LYPLA1 inh | 2 | -2 | -1 | 2 | -2 | 1 | 4 | -8 |
| GSTO1 inh | 3 | -3 | 2 | nt | 3 | 17 | 24 | 3 |
| LYPLA2 counter | 2 | 2 | 6 | 4 | -4 | 5 | 6 | 1 |
| PREPL inh | 8 | 27 | 10 | -1 | 4 | 16 | 17 | 12 |

19: COc1ccc(/C=C/C(=O)Nc2ccc(N3CCOCC3)cc2)cc1
20: CCOC(=O)CN1N=C(c2ccc(Cl)cc2)CCC1=O
21: CC(=O)Nc1ccccc1NC(=O)c1cccc2ccccc12
22: CCOc1ccc(Cc2nnc(SCC(N)=O)n2C)cc1

| compound no. | 19 | 20 | 21 | 22 |
| --- | --- | --- | --- | --- |
| ZTA counter | 2 | 0 | -5 | 9 |
| PAD4 FP inh | -1 | -3 | 0 | -1 |
| PAFAH2 FP inh | 4 | 0 | -8 | -1 |
| EBNA-1 inh | 1 | -7 | 10 | -5 |
| PAFAH1B3 inh | 6 | 3 | 3 | 7 |
| LYPLA1 inh | 0 | 0 | -2 | -2 |
| GSTO1 inh | 1 | -3 | 1 | 4 |
| LYPLA2 counter | -3 | 1 | 4 | -3 |
| PREPL inh | 8 | -2 | -6 | 5 |

Following part
25: CC1=CC(=C(C#N)C#N)C=C(C)N1CCN1CCN(C(=O)Nc2ccc(Cl)c(Cl)c2)CC1
26: Cc1nn(Cc2c(Cl)cccc2Cl)c(C)c1N
27: Cc1ccc(C(=O)Nc2cccc(-c3cnc4ccccc4n3)c2)cc1
28: COc1ccc(NC(=O)Nc2ccc(F)c(F)c2)c(OC)c1

| compound no. | 25 | 26 | 27 | 28 |
| --- | --- | --- | --- | --- |
| ZTA counter | 12 | -4 | 12 | 0 |
| PAD4 FP inh | -4 | -1 | -7 | -8 |
| PAFAH2 FP inh | -42 | 2 | 2 | 4 |
| EBNA-1 inh | 76* | 0 | 4 | 4 |
| PAFAH1B3 inh | -40 | 2 | 3 | -2 |
| LYPLA1 inh | -37 | 0 | -1 | -2 |
| GSTO1 inh | -24 | 3 | 1 | 11 |
| LYPLA2 counter | -86 | 1 | -1 | 6 |
| PREPL inh | 5 | -6 | -1 | 14 |
